Bioassay records deposited in PubChem by National Center for Advancing Translational Sciences (NCATS).
IDH1 R132H inh: inhibitors of human mutant IDH1 R132H | O75874 | IDH1-R132H enzyme, NADPH consumption, diaphorase/resazurin fluorescence | Potency, µM (top dose mostly 76.6 µM), for the others: at the highest dose activity change, negative = inhibition, most hits filed as inhibitors | 390,000 tested, 0.093% active; note: potency is the fitted concentration of half-maximal effect; % is set by controls: 0 for no effect and ±100 for the full control effect; nearly all actives have a fitted effect of over 65% in size
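IDH1-R132H (0.5 ug/mL) preincubated 30 min with compound, then NADPH (0.016 mM) and alpha-KG (2 mM) added; 80 min at RT, pH 7.5. Remaining NADPH coupled via diaphorase/resazurin to fluorescence (540/590 nm); concentration-response curves normalized to no-enzyme control.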
TRHR PAM: TRH receptor (human) allosteric enhancement; P34981; TRHR cells, fluo-8 calcium fluorescence, EC20 TRH enhancement; enhancement, % at 2 µM; 360,000 tested, 0.66% active; AID 493056; in the data active = enhancement above about 30%; note: 0% is about no effect
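TRHR-expressing cells loaded with fluo-8 calcium dye were read kinetically (ex 480/em 530) during compound addition, then stimulated with an EC20 of TRH (10 nM final). Enhancement of the Gq-mediated intracellular calcium response was scored.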
TrxR1 substrate: is turned over as a substrate by rat TrxR1; purified TrxR1 substrate turnover, NADPH consumption readout; Potency, µM (doses to about 114 µM), for inactives: at the highest dose activity change, negative = substrate turnover; 390,000 tested, 0.01% active; AID 588456; note: potency is the fitted concentration of half-maximal effect; % is set by controls: 0 for no effect and ±100 for the full control effect; nearly all actives have a fitted effect of over 50% in size
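Rat TrxR1, dispensed at 90 nM, was prereduced with 400 uM NADPH (final) for 5 min at ~22 deg C, then incubated with compound 15 min before 400 uM selenite. A first-read NADPH fluorescence drop versus no-compound background flagged substrates.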
D2 agonist: D2 dopamine receptor (human) agonism | 340,000 tested, 0.53% active | activation, % at 2 µM | AID 485358 | HEK293 T-REx D2 cells, calcium flux agonist mode;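 active = activation over 3 SD above normal in the single-dose calcium agonist read, cut at about 30% in these data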; note: 0% is about no effect
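Agonism scored from kinetic calcium signal (1 read/sec, 180 s) following compound pin transfer, after a 10 s baseline. Cells: HEK293 Trex line expressing inducible D2 receptor coupled to calcium, dye-loaded after overnight culture at 30 C.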
D2 antagonist: antagonizes the human D2 dopamine receptor. inhibition, % at 10 µM. P14416. HEK293 TREx D2 cells, calcium flux, dopamine EC80. 340,000 tested, 2% active; in the data active = inhibition above about 30%; note: 0% is about no effect
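Compounds are added to dye-loaded, induced HEK293 T-REx cells coupled to calcium release via D2; after a 3 min kinetic read an EC80 dopamine stimulus is given and fluorescence is recorded for 3 more min.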
Pin1 inhibitor: human Pin1 inhibition; Q13526; Pin1 FP peptide displacement, HiFluor488, 10 min; Potency, µM (series often up to 115 µM), for the others: top-dose activity, negative = inhibition, hits mostly inhibitors; 390,000 tested, 0.009% active; active = well fitted inhibition curve with a large enough effect in the polarisation, with a control signal flat, not every such curve was filed as active; inconclusive = small, poorly fitted or top-dose-only effect, or effect the other way, or a change in a side signal; inactive = no such curve, though single readings can be large or run the other way; the % refers to the polarisation; note: potency is the fitted concentration of half-maximal effect; % is set by controls: 0 for no effect and ±100 for the full control effect
Target sequence (Q13526 whole entry, looked up): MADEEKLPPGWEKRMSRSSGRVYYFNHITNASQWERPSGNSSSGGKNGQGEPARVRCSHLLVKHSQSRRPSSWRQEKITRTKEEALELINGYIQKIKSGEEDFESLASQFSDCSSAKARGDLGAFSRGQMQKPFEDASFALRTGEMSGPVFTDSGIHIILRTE
TRHR agonist: TRH receptor (human) agonism; TRHR cells, calcium flux fluo-8, FDSS agonist mode; 360,000 tested, 0.18% active; activation, % at 2 µM; P34981; in the data active = activation above about 30%; note: 0% is about no effect
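In this calcium-flux screen, cells bearing human TRHR are dye-loaded with fluo-8, baselined for 10 cycles, then exposed to library compounds; positive kinetic calcium responses during the agonist phase mark hits, with TRH as control.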
USP1 inh: USP1/UAF1 (human) deubiquitinase inhibition; O94782; recombinant USP1/UAF1, Ub-Rhodamine cleavage fluorescence; Potency, µM (highest dose often 57.1 µM), inactives show at the top dose activity change, negative = inhibition, usual class: inhibitors; 390,000 tested, 0.23% active; AID 743255; note: potency is the fitted concentration of half-maximal effect; % is set by controls: 0 for no effect and ±100 for the full control effect; nearly all actives have a fitted effect of over 60% in size; inactives centre near -12
Target sequence (O94782 whole entry, looked up): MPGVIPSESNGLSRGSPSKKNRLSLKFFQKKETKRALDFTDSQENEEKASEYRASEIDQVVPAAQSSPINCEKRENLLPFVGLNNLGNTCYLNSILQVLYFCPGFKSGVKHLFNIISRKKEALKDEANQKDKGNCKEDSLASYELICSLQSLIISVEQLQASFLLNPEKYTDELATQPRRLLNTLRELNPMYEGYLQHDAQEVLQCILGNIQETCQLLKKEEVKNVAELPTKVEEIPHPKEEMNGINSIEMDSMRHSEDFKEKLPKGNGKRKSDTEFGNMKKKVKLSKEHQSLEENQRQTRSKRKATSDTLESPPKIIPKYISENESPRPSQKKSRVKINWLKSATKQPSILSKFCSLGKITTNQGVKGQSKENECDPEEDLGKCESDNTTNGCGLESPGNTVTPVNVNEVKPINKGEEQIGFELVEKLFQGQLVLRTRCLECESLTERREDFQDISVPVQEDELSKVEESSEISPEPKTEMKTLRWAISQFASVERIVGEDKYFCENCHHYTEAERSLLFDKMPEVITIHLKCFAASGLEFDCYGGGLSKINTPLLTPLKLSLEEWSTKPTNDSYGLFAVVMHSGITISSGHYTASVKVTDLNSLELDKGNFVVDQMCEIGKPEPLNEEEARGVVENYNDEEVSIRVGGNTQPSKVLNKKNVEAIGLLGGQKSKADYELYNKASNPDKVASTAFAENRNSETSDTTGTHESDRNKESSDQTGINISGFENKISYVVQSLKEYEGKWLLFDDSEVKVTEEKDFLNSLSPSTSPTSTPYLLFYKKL
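High-throughput fluorogenic screen: 1nM USP1/UAF1 complex, Ub-Rho substrate 150nM final, 50mM HEPES pH 7.8 with 0.5mM EDTA, 0.1 mg/ml BSA, 1mM TCEP and 0.01% Tween-20.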
rTrxR1 inhibitor: inhibitors of rat thioredoxin reductase 1; recombinant rTrxR1, NADPH fluorescence consumption, selenite substrate; Potency, µM (series often up to 114 µM), for the others: top-dose activity change, negative = inhibition, most hits filed as inhibitors; 390,000 tested, 1% active; O89049; AID 588453; note: potency is the fitted concentration of half-maximal effect; % is set by controls: 0 for no effect and ±100 for the full control effect; nearly all actives have a fitted effect of over 65% in size
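Rat TrxR1 (90 nM in the dispensed reagent) was pre-reduced with 400 uM NADPH for 5 min at room temperature, then incubated with compound for 15 min. After 400 uM selenite was added, NADPH fluorescence (Ex 340/Em 450 nm) was followed for 8 min.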
* marks the source's active call; other numbers are inactive results; ? = inconclusive; . = not tested or not shown; [ ] = another dose, or the depositor's remark. Unless noted, calls come from the whole dose curve; as a rule, active = well fitted inhibition curve with a large enough effect; inconclusive = small, poorly fitted or top-dose-only effect; inactive = no such curve, though single readings can be large or run the other way. Not all compounds are listed. The share of hits here may be higher or lower than overall.

SMILES	IDH1 R132H inh	TRHR PAM	TrxR1 substrate	D2 agonist	D2 antagonist	Pin1 inhibitor	TRHR agonist	USP1 inh	rTrxR1 inhibitor
CCn1c(SCC(=O)Nc2ccc(N3CCOCC3)c(Cl)c2)nnc1-c1ccc(N)cc1	11%	6	6%	-0.9	11	?	-0.9	-6%	14%
CCCN(C(=O)c1ccc2c(SCC(=O)O)c3c(nc2c1)CCC3)c1cccc(C)c1	?	-5	7%	-0.1	3	-12%	0.3	-29%	17%
Cc1cc(NC(=O)c2ccccc2)sc1C	13%	3	9%[57.1 µM]	-0.1	22	2%	0.9	-16%	?
COc1cc(C(=O)COC(=O)C2CC2(Cl)Cl)cc(OC)c1OC (configuration not stated)	0%	.	4%[57.1 µM]	.	.	-12%	.	-6%	7%[57.1 µM]
Cn1cccc1C(=O)OCC(=O)N1CCN(c2ccccc2)CC1	-8%	.	2%	.	.	17%	.	-12%	-27%
Cc1cccc(N2CCN(C(=O)CCN3C(=S)NC(C)(C)CC3C)CC2)c1C (configuration not stated)	0%	-9	-8%	1.0	7	3%	-0.9	-13%	1%[57.1 µM]
CS(=O)(=O)N1CCC(C(=O)Nc2ccc(Cl)c(Cl)c2)CC1	11%	-12	-3%	.	.	-4%	4.2	-15%	13%[57.1 µM]
Cc1ccc(NC(=O)c2sc3ncn(CC(=O)N4CCN(c5ccccn5)CC4)c(=O)c3c2C)cc1F	0%	4	-8%	-0.3	0	9%	-0.3	-25%	-6%
CC(=O)c1ccccc1NS(=O)(=O)c1cccc2nsnc12	0%	7	1%	-0.7	-2	-1%	-0.5	-10%	17%
O=C(COC(=O)C1(c2ccccc2F)CCCC1)N1CCc2ccccc21	0%	2	6%[0.0914 µM]	.	.	4%	-0.2	1%	13%
NC(=O)c1ccsc1NC(=O)COC(=O)c1nc(Cl)ccc1Cl	0%	-9	8%	-0.8	-1	?	-0.3	-20%	22%
Cc1nc2ccc(C(=O)N/N=C/c3cc([N+](=O)[O-])ccc3O)cc2[nH]1	5%	0	-19%	0.6	-36	?	-1.0	-25%	-23%
O=C(CCn1cnc2ccccc21)N=Nc1c(O)[nH]c2ccccc12	-7%	-4	0%[57.1 µM]	0.0	-1	-7%	-0.6	-15%	12%[57.1 µM]
COc1ccc(-n2nc(C(=O)NCC(=O)N3CCN(c4ccccn4)CC3)c3ccccc3c2=O)c(OC)c1	-4%	.	-1%	.	.	?	.	-17%	6%
O=C(Cn1c(=O)nc(-c2ccccc2F)c2cc(Cl)ccc21)N1CCN(c2ccccc2F)CC1	-2%	13	-4%[57.1 µM]	0.9	.	2%	-1.0	-11%	7%[57.1 µM]
CCOc1ccc(S(=O)(=O)NCCC(=O)Nc2ccncc2)cc1	1%	1	-11%	-0.2	1	-3%	0.8	-20%	-13%
O=C(CCc1c[nH]c2ccccc12)NCCc1ccc(Cl)cc1	2%	-3	3%	-0.3	2	-7%	-0.3	-24%	13%
CCC(CC)C(=O)NCc1cccnc1	18%	0	0%[57.1 µM]	1.2	-28	3%	-0.1	-18%	14%[57.1 µM]
O=C(C1=C[C@H](C2CC2)C[C@H](OCCCCO)O1)N1CCOCC1	-11%	-2	1%[57.1 µM]	0.1	14	0%	-0.1	3%	-3%[57.1 µM]
Cc1cc(C)cc(OC(=O)N2CCOCC2)c1	1%	-5	12%[57.1 µM]	-0.2	38*	-7%	-0.2	-18%	23%[57.1 µM]
CCOc1ccc(NC(=O)CSc2nc3nc(C)c(Cc4ccccc4)c(C)n3n2)cc1	-10%	-4	-3%[57.1 µM]	0.1	.	-1%	-0.5	?	15%[57.1 µM]
Cc1ccc(C2CC(=O)Nc3cc4c(cc32)OCCO4)cc1 (configuration not stated)	0%	10	-11%	-0.6	.	?	-2.2	-7%	-5%
CSC(=S)NN=C(C)c1cccc(C)n1	-2%	.	6%[57.1 µM]	.	.	-10%	.	-8%	?
O=C1c2[nH]nc(-c3ccccc3O)c2C(c2cccc(Br)c2)N1Cc1ccncc1 (configuration not stated)	?	-6	-4%	0.3	.	-3%	0.0	1%	5%
C=C(C)CNC(=S)NNC(=O)c1ccncc1	14%	4	-5%	.	.	-2%	0.1	-13%	-1%[57.1 µM]

Carrying on.
SMILES	IDH1 R132H inh	TRHR PAM	TrxR1 substrate	D2 agonist	D2 antagonist	Pin1 inhibitor	TRHR agonist	USP1 inh	rTrxR1 inhibitor
Cc1ccc(N=Nc2c(N)nn3c(N)c(C#N)c(C)nc23)cc1	-4%	-2	-8%	-0.2	7	79%[activator]	1.3	-15%	10%
COc1ccc(NC(=O)CCCC(=O)c2ccccc2)c(OC)c1	-11%	12	1%	0.3	5	0%	-1.0	-6%	11%
CC(=O)c1cc(-c2ccc(F)cc2)n(CC(=O)Nc2cc(C)cc(C)c2)c1C	6%	19	-1%[57.1 µM]	0.3	.	14%	-0.3	-26%	21%[57.1 µM]
CC(=O)NS(=O)(=O)c1ccc(NC(=S)NC(=O)CC(C)C)cc1	4%	1	7%[57.1 µM]	0.4	-2	-1%	0.4	-3%	7%[57.1 µM]
CCOc1ccc(CN2C(=O)c3ccccc3Sc3ccc(C(=O)O)cc32)cc1	-13%	-6	-3%[57.1 µM]	0.0	.	2%	-0.7	-7%	2%[57.1 µM]
CC(C)(CO)NCc1ccc(Br)cc1	2%	10	9%	-1.6	-18	-6%	-1.1	-6%	31%[57.1 µM]
COc1cccc(C(N)=O)c1	2%	.	6%	.	.	-5%	.	?	14%
O=C1/C(=C/c2cccs2)NC(=S)N1C1CC1	7%	2	-12%	-1.5	13	-2%	0.7	1%	-24%
Cc1cc(C)c(NC(=S)N(C)C)c(C)c1	9%	13	0%	0.3	-3	3%	0.7	-19%	4%
COc1ccccc1-c1cc(C(F)(F)F)nc(S(=O)(=O)CCCC(=O)NCc2ccc(F)cc2)n1	-2%	9	149%	1.1	3	-2%	-0.1	-10%	?
CNC(=S)NNc1nc(N2CCOCC2)nc(N2CCOCC2)n1	-4%	12	0%[57.1 µM]	0.9	13	3%	1.3	-24%	4%[57.1 µM]
Cc1cc(C(=O)NCc2ccc(S(N)(=O)=O)cc2)ccc1[N+](=O)[O-]	-1%	-1	5%	0.9	4	-2%	0.5	-17%	11%
CCOC(=O)CCCSc1nc(-c2ccc3c(c2)OCO3)cc(C(F)(F)F)c1C#N	2%	-7	135%[activator]	2.3	-2	-4%	2.0	-17%	19%
Cc1c(CC(=O)O)c(=O)oc2cc3occ(-c4ccccc4)c3cc12	5%	-3	5%	0.6	4	44%[activator]	0.8	-13%	4%
COc1ccc(OC)c(-c2cc(C(=O)NCc3cccs3)no2)c1	5%	-3	55%[activator]	0.3	24	6%	0.6	-22%	101%[activator]
O=C(CSc1nnc2c(n1)[nH]c1ccc(F)cc12)NC1CC1	-4%	-4	1%	-1.5	-2	-4%	0.2	-10%	13%
CC(NC(=O)c1c2c(nc3ccccc13)C(=O)N(C1CCCCC1)C2)c1ccccc1 (configuration not stated)	-17%	-2	-9%[57.1 µM]	2.4	.	-5%	-0.6	-9%	-7%[57.1 µM]
CC(=O)c1ccc(S(=O)(=O)N2CCN(c3nc(-c4cccnc4)nc4ccccc34)CC2)cc1	0%	35*	1%	0.0	-3	26%	0.6	-23%	11%
Cc1ccc(NC(=O)COC(=O)CCOc2ccccc2C)cc1	1%	-5	-2%	-5.3	29	-10%	-0.1	-23%	11%

Profiles from above. Screens in order: IDH1 R132H inh	TRHR PAM	TrxR1 substrate	D2 agonist	D2 antagonist	Pin1 inhibitor	TRHR agonist	USP1 inh	rTrxR1 inhibitor
O=C(Cn1c(=O)nc(-c2ccccc2F)c2cc(Cl)ccc21)N1CCN(c2ccccc2F)CC1 is listed as -2%	13	-4%[57.1 µM]	0.9	.	2%	-1.0	-11%	7%[57.1 µM]
O=C(COC(=O)C1(c2ccccc2F)CCCC1)N1CCc2ccccc21 is listed as 0%	2	6%[0.0914 µM]	.	.	4%	-0.2	1%	13%
CS(=O)(=O)N1CCC(C(=O)Nc2ccc(Cl)c(Cl)c2)CC1 is listed as 11%	-12	-3%	.	.	-4%	4.2	-15%	13%[57.1 µM]

Looked up above:
Under Pin1 inhibitor, O=C1/C(=C/c2cccs2)NC(=S)N1C1CC1 is listed with -2%
Under Pin1 inhibitor, CC(=O)c1ccc(S(=O)(=O)N2CCN(c3nc(-c4cccnc4)nc4ccccc34)CC2)cc1 is listed with 26%
Under rTrxR1 inhibitor, Cc1cc(C)c(NC(=S)N(C)C)c(C)c1 is listed with 4%
Under Pin1 inhibitor, CCOC(=O)CCCSc1nc(-c2ccc3c(c2)OCO3)cc(C(F)(F)F)c1C#N is listed with -4%
Under USP1 inh, Cc1c(CC(=O)O)c(=O)oc2cc3occ(-c4ccccc4)c3cc12 is listed with -13%
Under rTrxR1 inhibitor, CC(=O)c1cc(-c2ccc(F)cc2)n(CC(=O)Nc2cc(C)cc(C)c2)c1C is listed with 21%[57.1 µM]
Under rTrxR1 inhibitor, COc1cccc(C(N)=O)c1 is listed with 14%
